From PubChem BioAssay
ERp5 inh = inhibitors of human ERp5; Q15084; ERp5 insulin aggregation, absorbance 650 nm, 90 min; inhibition, % at 9.99 µM; 350,000 tested, 0.05% active;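 active means mean replicate inhibition above about 25%, with every replicate also reaching it, limit read from the data, passing the limit was not always enough; inconclusive means only one of those two criteria met; inactive means neither criterion met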
Target sequence (Q15084 whole entry, looked up): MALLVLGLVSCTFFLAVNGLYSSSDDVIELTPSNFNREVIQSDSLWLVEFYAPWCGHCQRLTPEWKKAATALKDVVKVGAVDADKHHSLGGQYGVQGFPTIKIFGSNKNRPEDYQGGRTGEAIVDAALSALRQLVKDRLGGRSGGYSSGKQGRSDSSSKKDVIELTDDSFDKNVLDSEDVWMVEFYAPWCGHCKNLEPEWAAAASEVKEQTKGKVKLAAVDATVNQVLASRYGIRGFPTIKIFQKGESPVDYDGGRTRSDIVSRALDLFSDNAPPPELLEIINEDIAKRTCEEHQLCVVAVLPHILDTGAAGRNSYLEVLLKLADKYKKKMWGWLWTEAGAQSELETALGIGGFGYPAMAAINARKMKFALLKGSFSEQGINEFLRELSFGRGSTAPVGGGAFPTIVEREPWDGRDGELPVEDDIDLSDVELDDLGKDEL
GSIS activator = GLuc luminescence reporter in INS-1E cells, primary screen for activators of glucose-dependent secretion of insulin; INS-1E GLuc reporter insulin secretion, 2-3 h; activation, % at 16.6 µM; 370,000 tested, 0.61% active;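 active means lowest replicate activation of at least 40%, so every replicate reaches that level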;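 further: 0% = median of neutral control wells and 100% = median of IBMX positive control wells; some compounds called inactive have numbers as strong as hits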
ARNT-TACC3 inh = disrupts binding between human ARNT and TACC3; 390,000 tested, 0.66% active; inhibition, % at 9.99 µM; AlphaScreen His-ARNT PAS-B/GST-TACC3 binding, luminescence; TACC3 fragment carries E629A point mutation; AID 623870; Q9Y6A5;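 active means mean inhibition of replicates at least 50% and at least half of replicates each reaching 50%; inconclusive means half or more replicates reach 50% but mean below 50%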;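 further: 0% = complete ARNT plus TACC3 wells and 100% = ARNT alone without TACC3; many hits fall short of the cut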
PAX8 inh HTS = inhibitors of PAX8 transcriptional activity in RMG-I cells; RMG-I TPO-luciferase reporter, SteadyGlo, 24 h; inhibition, % at 12.6 µM; 360,000 tested, 1.2% active;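 active means mean replicate inhibition at least 60% with every replicate also reaching 60%; inconclusive means only one of the two criteria is met; inactive means mean below 60% and not all replicates reaching 60%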;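 further: luciferase light reporting Pax8 driven TPO promoter activity; plate controls were median of neutral control wells for no effect and mitoxantrone controls for full effect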
EWS-Fli inh = EWS/Fli transcriptional activity inhibition | 350,000 tested, 0.67% active | inhibition, % at 12.6 µM | A673 NR0B1-luciferase reporter, viability-normalised;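 active means mean inhibition of at least 50% after viability correction, with every replicate also passing that limit; inconclusive means mean reaches 50% but only one of two replicates passes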;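 further: firefly luciferase signal divided by Alamar Blue viability fluorescence both relative to DMSO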
DENV2 CPE rescue = protects cells from dengue virus 2 cytopathic effect. 350,000 tested, 1.7% active. DENV2-infected cells, cytopathic effect rescue, plate reader. CPE inhibition, % at 9.99 µM; in the data active means CPE inhibition above about 20%, passing the limit was not always enough; inconclusive means no clear call, values can overlap the other calls; tested in BHK-21 cells;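 further: 0% = median of neutral control wells and 100% = median of positive control wells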
CFTR F508del cor = correctors of CFTR F508del function in bronchial epithelial cells | CFBE cells, YFP halide quenching; stimulated with forskolin plus potentiator P3; % fluorescence drop versus neutral controls | activity (quench increase), % at 7.58 µM | 350,000 tested, 0.36% active;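 active means mean added fluorescence quench of at least 8% versus neutral control, with both replicates also reaching 8%; inconclusive means only one of the mean or replicate conditions met; inactive means mean below 8% and not both replicates reaching 8%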;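 further: cells transiently co-express mutant CFTR-F508del with the halide-sensitive YFP; corrector assay measuring rescue of mutant channel to the surface after 24 h compound exposure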
XiGFP reactiv = activators of X-chromosome reactivation in mouse fibroblasts | XiGFP mouse fibroblasts, % GFP-positive cells imaging, 3 d; cells co-treated with 5-aza-dC sensitizer; scaled so ellipticine positive control = 100% | activation, % at 7.58 µM | 360,000 tested, 0.055% active;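 active means mean normalized replicate activation at least 10% and every replicate at or above 10%; inconclusive means only one of the two criteria met; inactive means mean below 10% and not all replicates reach 10%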;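 further: 0% = median of on-plate neutral control wells and 100% = ellipticine 6 µM median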
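Assay system: SV40-immortalized XiGFP fibroblast cells, line 68-5-11; buffer or medium: DMEM plus 5-aza-dC sensitizer; compound: one concentration, pinned; timing: compounds 3 days, fix/stain 15 min at room temperature; benchmarks: positive control ellipticine, 6 µM final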
An asterisk follows results filed as active; ? = inconclusive; . = not tested or not shown; & = joins results of further samples.

SMILES	ERp5 inh	GSIS activator	ARNT-TACC3 inh	PAX8 inh HTS	EWS-Fli inh	DENV2 CPE rescue	CFTR F508del cor	XiGFP reactiv
COc1cccc(CN2CC3(CN(CC4CC4)C3)c3c([nH]c4cc(OC)ccc34)[C@@H]2CO)c1	7	16	.	.	16	9	0.7	0.2
CC12CCC(C(=O)N(CCCN3CCN(Cc4ccccc4)CC3)C1=O)C2(C)C (stereo not drawn)	4	-4	-4	-13	0	-3	0.4	0.1
O=C1CC2c3ccccc3C1C1C(=O)N(CCO)C(=O)C21 (stereo not drawn)	4	-1	-2	-4	-11	18	-0.8	0.5
Cc1ccc(F)c(S(=O)(=O)NC(=O)C2(C)CCN2C(=O)CC(c2ccccc2)c2ccccc2)c1 (stereo not drawn)	-5	-4	.	12	0	1	4.7	-0.1
O=C(NNC(=S)Nc1cccc(C(F)(F)F)c1)c1ccc(Cl)cc1Cl	.	-29	11	-5	.	.	.	0.0
O=C(NC1CCCC1)C(c1ccncc1)N(Cc1ccco1)C(=O)c1ccc(-c2ccccc2)[nH]1 (stereo not drawn)	4	-13	-3	-7	-11	-3	-0.9	0.2
Cc1nc(-n2nnc(CO)c2CO)nc2c1CCC2	-1	5	1	-18	0	5	0.1	0.0
CC1(C)N=C(N)N=C(N)N1c1ccc(OCC(=O)Nc2ccccc2)c(Cl)c1	1	13	.	54	?	2	3.1	-0.1
CC(=O)N1CCc2cc(NC(=O)C3(C)CCN3Cc3ccccc3OC(F)F)ccc21 (stereo not drawn)	-6	-21	.	40	-22	-3	3.9	0.4
CCOC(=O)Cn1cc(Cl)c(=O)c(Cl)c1	2	.	0	16	8	-2	0.9	0.1
CCNC(=O)c1ccccc1SCc1ccccc1	3	15	.	-3	-13	6	-1.2	0.1
COc1ccc(CNC(=O)c2ccc(Br)o2)cc1	0	-6	2	-6	-15	0	-0.7	0.0
CC1CCCCC1NC(=O)COC(=O)c1c2c(nc3ccccc13)/C(=C\c1ccco1)CC2 (stereo not drawn)	-3	.	-1	4	-15	-2	0.9	0.0
COCCNC(=O)C(=O)Nc1ccc2c(c1)N(S(=O)(=O)c1cccs1)CCC2	-5	5	1	25	?	-11	6.4	1.1
CC1(C)CC(=O)C(N=Nc2ccc(-c3ccccc3)cc2)=C(O)C1	0	7	-1	-10	-81	7	-7.5	0.2
CC(C)(C)OC(=O)[C@H](Cc1ccccc1)NC(=O)c1[nH]cnc1C(=O)N[C@@H](Cc1ccccc1)C(=O)OCc1ccccc1	6	-4	-2	23	5	4	2.0	0.0
CCNC(=O)c1ccccc1-c1nc(-c2ccccc2OC)no1	-5	-4	10	22	5	14	0.0	0.0
NC(=S)Nc1ccc2c(c1)OCO2	0	7	-5	-5	-13	.	0.9	-0.1
COc1cc2c(cc1OC)C(c1ccccc1Br)NC(=O)C2 (stereo not drawn)	2	.	-2	16	2	-2	4.8	0.2
C[C@@H]1CN([C@H](C)CO)C(=O)c2cc(C#C[C@@H](C)O)cnc2O[C@H]1CN(C)Cc1cccc(C(=O)O)c1	6	11	-13	.	-21	16	1.5	-0.9
CCCC(=O)Nc1ccc2c(c1)nc(CCNC(=O)c1ccco1)n2C	2	-6	.	-16	6	3	1.0	0.0
C1CC(CN2CCOCC2)CN(Cc2nc(CC3CC3)no2)C1 (stereo not drawn)	2	1	-4	9	-7	8	.	0.1
CCCNC(=O)N1CC2(CCN(C(=O)C3CC3)CC2)c2c([nH]c3cc(OC)ccc23)[C@H]1CO	-1	-1	.	-1	4	10	-3.2	0.2
COCC(=O)N1[C@H](CO)[C@H](c2ccccc2)C12CN(C(=O)Nc1ccccc1F)C2	0	11	.	-5	2	36*	-4.1	0.4
C[C@H]1CN([C@@H](C)CO)C(=O)c2cc(-c3cccc(C(=O)N(C)C)c3)cnc2O[C@H]1CN(C)S(=O)(=O)c1ccc(F)cc1	-3	-6	3	6	8	3	-1.0	-1.1
Cc1ccc(Sc2ccc(NC(=O)CCl)cc2)cc1C	.	-3	-2	0	.	.	.	0.0
N=c1sccn1CC(=O)N1N=C(c2ccc(Cl)cc2)CC1c1ccco1 (stereo not drawn)	-7	-10	3	-7	-16	-6	-1.2	-0.1
COCC(=O)N1[C@H](C#N)[C@H](c2ccccc2)[C@H]1CO	-6	-2	.	-6	-8	?	-1.6	0.5
C[C@@H]1CCCCO[C@H](CN(C)C(=O)Cc2ccccc2)[C@@H](C)CN([C@@H](C)CO)C(=O)c2cc(NS(=O)(=O)c3cn(C)cn3)ccc2O1	-2	-8	-2	-1	-7	31*	0.6	-0.9
C[C@H]1CN([C@@H](C)CO)C(=O)Cc2cc(NC(=O)NC3CCCCC3)ccc2O[C@@H]1CN(C)S(C)(=O)=O	2	11	-2	13	8	3	1.4	0.0
COc1ccc(CN(C)C[C@@H]2OCCCC[C@H](C)Oc3ccc(NC(=O)C4CCCCC4)cc3C(=O)N([C@@H](C)CO)C[C@H]2C)cc1	8	-21	1	26	.	4	-0.4	0.0
Cc1nc(C2CCCCC2)c(-c2ccccc2)c(N2CCOC2=O)c1C	-14	-18	-11	-3	10	-7	1.8	0.0
CCOC(=O)Cn1c(=O)oc2cc(S(=O)(=O)N3CCN(c4ccccn4)CC3)ccc21	2	9	-9	7	-3	-1	1.3	0.0
COCC(=O)N(C)C[C@@H]1Oc2cc(-c3ccccc3F)ccc2S(=O)(=O)N([C@@H](C)CO)C[C@H]1C	0	0	-7	2	0	1	5.2	-0.3
Cc1ccc(S(=O)(=O)N(CC(=O)Nc2cccnc2)c2ccc(Br)cc2)cc1	3	-31	-2	16	.	7	1.4	0.0
C=C(C)CSc1nc2sc3c(c2c(=O)n1-c1ccccc1)CCN(C)C3	3	9	11	17	-1	-4	0.2	0.1
COc1ccc(CCC(=O)N2CCN(c3ccc([N+](=O)[O-])cc3)CC2)cc1OC	1	0	1	22	15	4	-3.6	0.0
CCOc1cc(CN2CCc3c([nH]c4ccccc34)C2)ccc1OC	2	-20	6	32	16	-7	5.1	0.0
COc1nc2ccccc2nc1N1CCN(Cc2ccc3c(c2)OCO3)CC1	0	-26	2	-4	-4	-1	-0.4	-0.1
CC(C)NC(=O)N1CCCCN2[C@@H](CO)[C@@H](c3ccc(C#C[C@H](C)O)cc3)[C@@H]2C1	6	13	-6	4	-11	-8	-1.4	0.0

An excerpt of these results, field by field:
> COCC(=O)N1[C@H](C#N)[C@H](c2ccccc2)[C@H]1CO
  ERp5 inh: -6
  GSIS activator: -2
  ARNT-TACC3 inh: .
  PAX8 inh HTS: -6
  EWS-Fli inh: -8
  DENV2 CPE rescue: ?
  CFTR F508del cor: -1.6
  XiGFP reactiv: 0.5
> COc1ccc(CN(C)C[C@@H]2OCCCC[C@H](C)Oc3ccc(NC(=O)C4CCCCC4)cc3C(=O)N([C@@H](C)CO)C[C@H]2C)cc1
  ERp5 inh: 8
  GSIS activator: -21
  ARNT-TACC3 inh: 1
  PAX8 inh HTS: 26
  EWS-Fli inh: .
  DENV2 CPE rescue: 4
  CFTR F508del cor: -0.4
  XiGFP reactiv: 0.0

New compounds follow
SMILES	ERp5 inh	GSIS activator	ARNT-TACC3 inh	PAX8 inh HTS	EWS-Fli inh	DENV2 CPE rescue	CFTR F508del cor	XiGFP reactiv
CC(C)(C)[C@H]1COC(=O)CCC/C=C/C[C@H](CC(=O)N(CCO)Cc2ccccc2)C(=O)N1	-1	-4	-10	-2	0	4	0.1	0.0
COC1CCCN(Cc2cn(C)nc2-c2ccc(Oc3ccccc3)cc2)C1 (stereo not drawn)	3	-7	-3	3	11	4	1.5	0.1
COc1ccc(CCNC(=O)COc2ccc(N(C)S(=O)(=O)c3ccc(C)cc3)cc2)cc1	-2	-19	11	19	4	2	0.9	1.6
O=C(CCN1CCCCC1)N[C@H]1C=C[C@@H](CC(=O)N2CCC(Cc3ccccc3)CC2)O[C@@H]1CO	0	-6	35	19	2	-1	0.3	-0.6
CCOC(=O)c1ccc(NC(=O)Nc2cccc(C)n2)cc1	3	-5	0	3	-17	6	1.4	0.7
C[C@@H]1CN([C@@H](C)CO)S(=O)(=O)c2ccc(C#CC(C)(C)O)cc2O[C@H]1CN(C)Cc1ccccc1	14	-11	2	.	13	-4	-6.5	-0.4
O=C(Cc1ccc2c(c1)OCCO2)Nc1cccc(S(=O)(=O)N2CCOCC2)c1	1	-12	-5	4	5	11	3.7	0.2
C[C@@H]1CN([C@H](C)CO)C(=O)c2cccc(NS(=O)(=O)c3ccc(F)cc3)c2O[C@@H]1CN(C)C	-3	5	-7	-9	-7	10	-1.0	0.0
O=C1C(=Cc2cn(-c3ccccc3)nc2-c2ccc(OCc3ccc(Cl)cc3)cc2)SC(=S)N1CCS(=O)(=O)O	4	-1	.	-13	-10	15	1.3	0.3
C[C@H](CO)N1C[C@H](C)[C@H](CN(C)Cc2ccccc2C(=O)O)Oc2ncc(C#CC3CC3)cc2C1=O	-6	-5	1	.	-7	-3	-3.2	1.2
CCCC(=O)Nc1ccc2c(c1)OC[C@H](C)N(Cc1ccc(-c3ccccn3)cc1)C[C@@H](C)[C@@H](OC)CN(C)C2=O	-5	-33	-2	.	7	-3	-2.2	-0.5
Cc1nnc(SCc2ccc(C(=O)Nc3cc(Cl)ccc3C)cc2)s1	.	3	-5	-14	.	.	.	0.3
C=CCON/C(CCC)=C1\C(=O)C(C(=O)OC)C(C)(C)CC1=NC (stereo not drawn)	-5	6	5	4	-2	4	-0.7	0.1
CCOc1ccc(OCCC(=O)OCC(=O)NC2CCCCC2)cc1	12	4	-4	.	-2	6	1.0	0.3
COCC(C)n1c(SCC(=O)c2cc(C)n(C)c2C)nc2ccccc2c1=O (stereo not drawn)	5	17	-1	9	4	15	-0.2	0.4
Cc1ccc2c(c1)-n1c(nc3ccccc3c1=O)C(Cc1ccccc1)NC2=O (stereo not drawn)	4	8	.	19	-1	.	2.7	0.0
C[C@@H]1CN([C@H](C)CO)S(=O)(=O)c2ccc(C#Cc3ccccc3F)cc2O[C@H]1CN(C)C	6	10	11	.	3	20	1.4	-1.1
COc1ccc(-n2c(C)c(C)c3c(NCCN(C)C)ncnc32)cc1	-1	3	12	0	7	-5	0.7	0.0
C[C@H](CO)N1C[C@H](C)[C@H](CN(C)C(=O)Cc2ccccn2)Oc2ncc(C#CC3CCCCC3)cc2C1=O	1	-7	-5	0	-4	9	-2.0	-0.3
COc1ccccc1CNC(=O)c1cc(-c2cc(F)ccc2OC)n[nH]1	0	-7	.	-17	-3	-6	3.2	0.0
Cc1ccccc1CN1CCN(c2nc3ccccc3s2)CC1	1	-16	-4	-195	-63	18	-0.5	0.0
Cc1c(C(=O)N2CCN(c3ccccn3)CC2)cccc1[N+](=O)[O-]	2	1	-8	4	2	.	2.3	0.2
COCCNC(=O)C1(C)CCCN(Cc2ccc(C)c3ccccc23)C1 (stereo not drawn)	4	5	.	1	9	11	3.3	0.2
COc1ccc(S(=O)(=O)N(C)C[C@@H]2Oc3ccc(NC(=O)Nc4c(C)noc4C)cc3C(=O)N([C@H](C)CO)C[C@@H]2C)cc1	-2&1	4&-4	-7&5	9	2&0	7&-4	1.6&0.3	-0.1&0.0
CCCNC(=O)N(C)C[C@@H]1Oc2cc(-c3ccc(C)cc3)ccc2S(=O)(=O)N([C@H](C)CO)C[C@@H]1C	-5	-13	1	.	-9	-7	0.1	-0.4
